Bioassay records: PubChem BioAssay, several laboratories
CF NFkB block = inhibitors of cystic fibrosis induced NF-kB. KKLEB NF-kB-GFP reporter, PAF-induced, GFP fluorescence overnight. inhibition, % at 5 µM. 0.86% of 360,000 active. AID 588850;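 active means at least 50% inhibition at 5 µM, scaled per plate between neutral and stimulator controls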;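 further: PAF is a Pseudomonas aeruginosa culture filtrate used as stimulus; plate controls were PAF-stimulated DMSO wells for no effect and unstimulated DMSO wells for full effect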
KKLEB cytotox = counter-screen for CF NF-kB inhibitors: cytotoxicity. KKLEB CF airway cells viability, ATPlite luminescence, overnight; hits give low values; cells stimulated with P. aeruginosa culture filtrate. AID 602141. 0.36% of 360,000 active. activity change (cytotoxicity), % at 5 µM;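 active means corrected activity change at or below -50% at 5 µM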
COUP-TFII inh = blocks human COUP-TFII nuclear receptor; HEK293T NGFI-A luciferase reporter, luminescence; P24468; 0.7% of 370,000 active; inhibition, % at 8.6 µM; AID 686940;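 active means inhibition above a per-plate cutoff, mean inhibition of test wells between control levels plus 3 SD, cut at about 38% in these data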;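 further: cells cotransfected with COUP-TFII expression vector driving the NGFI-A reporter; 0% = median of COUP-TF2 test wells and 100% = reporter-only cells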
EBV LMP1 NFkB = inhibitors of Epstein-Barr LMP1-induced NF-kappaB reporter; LMP1-induced NF-kappaB luciferase reporter cells, luminescence; 0.69% of 350,000 active; inhibition, % at 12.5 µM; in the data active means inhibition above about 41%;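 further: 0% = neutral control wells and 100% = reference inhibitor control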
C8 TRAIL sens = sensitizes caspase-8 expressing cells to TRAIL; 1% of 360,000 active; NB7+C8 cells + TRAIL, ATPlite viability luminescence; inhibition (viability loss, TRAIL sensitization), % at 10 µM; AID 624354;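 active means compounds causing at least 50% loss of cell viability in the single-dose screen, relative to plate controls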
SRC2 inh = inhibits human steroid receptor coactivator 2; Q15596; HEK293 GAL4-SRC2 luciferase reporter, luminescence; inhibition, % at 9 µM; 0.17% of 370,000 active; AID 651957;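 active means inhibition above the mean inhibition of all tested compounds plus 3 SD, set per campaign, cut at about 52% in these data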;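 further: 0% = DMSO treated cells and 100% = cells given Gossypol at 36 µM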
SRC3 inh = inhibitors of human steroid receptor coactivator 3 (SRC3) | Q9Y6Q9 | HEK293 GAL4-SRC3 luciferase reporter, luminescence | inhibition, % at 3.6 µM | 0.17% of 360,000 active | AID 588352;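 active means inhibition above a per-campaign cutoff, the mean of all compounds plus 3 SD, cut at about 60% in these data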;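 further: 0% = DMSO-treated cells and 100% = gossypol-treated cells at 36 µM; higher means less SRC3-driven luciferase light from the GAL4 reporter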
NR5A2 inv ag = suppresses constitutive activity of human LRH-1; HEK293T StAR-luciferase reporter, LRH-1 transfected, 24 h; inhibition, % at 3.6 µM; 0.13% of 360,000 active;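 active means inhibition above the mean inhibition of all tested compounds plus 3 SD, cut at about 73% in these data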;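 further: 0% = DMSO wells and 100% = reporter-only cells lacking LRH-1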
TWEAK Fn14 block = blocks TWEAK-Fn14 interaction in a reporter cell assay; TWEAK-stimulated Fn14 reporter cells, luciferase luminescence, 8 h; inhibition, % at 10 µM; 2% of 360,000 active; AID 1159606; in the data active means inhibition above about 50%
SRC1 inh = inhibits human SRC1 coactivator | inhibition, % at 3.6 µM | 0.12% of 360,000 active | HEK293 GAL4-SRC1 luciferase reporter, luminescence;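 active means inhibition above the campaign mean plus 3 SD, with each screening campaign given its own cutoff, cut at about 60% in these data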;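 further: 0% = DMSO treated cells and 100% = gossypol at 36 µM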
TROY signal inh = inhibitors of TROY-dependent NF-kB signaling; Q293 LMP1-TROYcd NF-kB luciferase reporter, 4 h; inhibition, % at 10 µM; 0.98% of 360,000 active;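 active means compounds whose plate-normalised and pattern-corrected inhibition of the luciferase reporter signal at the single screening dose is 50% or more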
Active calls of the source: *; . = not tested or not shown.

SMILES	CF NFkB block	KKLEB cytotox	COUP-TFII inh	EBV LMP1 NFkB	C8 TRAIL sens	SRC2 inh	SRC3 inh	NR5A2 inv ag	TWEAK Fn14 block	SRC1 inh	TROY signal inh
COC(=O)/C(=C(O)\C=C\c1ccccc1[N+](=O)[O-])c1nc2ccccc2[nH]1	4	2	-8	1	9	-14	-11	6	-17	-7	-42
CCc1ccccc1N1C(=O)C2CC=CCC2C1=O (stereo not drawn)	-16	2	1	8	-6	-6	11	-22	-7	3	18
O=C(CSc1ncn[nH]1)Nc1ccc2c(c1)CCC2	13	8	9	5	7	12	1	1	13	-14	-12
Cn1cnc(S(=O)(=O)Nc2ccc(OC(F)F)cc2)c1	-11	5	-2	-1	-3	-8	9	-9	7	-41	-3
COc1ccc(CNC(=O)CN(C)S(=O)(=O)c2ccc3c(c2)n(C)c(=O)c(=O)n3C)cc1	-1	0	-8	4	-11	-23	-3	-27	6	2	6
Cc1sc2nc(SCc3ccc(C(=O)O)cc3)n(Cc3ccco3)c(=O)c2c1C	22	-18	17	-1	-7	17	-6	-22	38	1	60*
CC1C(=O)N2CCCc3cc(NC(=O)C(=O)NCc4ccccn4)cc1c32 (stereo not drawn)	13	-1	-27	-3	-4	-38	-8	7	5	-22	4
Cc1nc([N+](=O)[O-])cn1-c1nc2ccccn2c1[N+](=O)[O-]	3	12	17	-9	-6	5	-1	6	10	-3	-3
Cn1c(-c2ccc3ccccc3n2)[n+](C)c2ccccc21	-10	6	-6	-12	4	-28	-7	-24	8	-144	-51
O=C(CSc1ccc(Cl)cc1)N/N=C/c1ccc([N+](=O)[O-])o1	-8	-9	1	-21	8	14	-4	12	-2	-12	4
COc1ccc(OC)c(CN2CCN(C(=O)CN3C(=O)NC4(CCCC4)C3=O)CC2)c1	5	-15	-11	2	9	17	-9	-4	1	-10	0
CCn1cc(C(=O)Nc2ccc(F)c(F)c2)cn1	-1	13	-13	-3	1	-23	-2	-25	-4	-11	-63
O=C(CCc1ccccc1)NCC(=O)N/N=C/c1ccc2c(c1)OCO2	-23	3	4	0	0	6	-16	-7	-12	7	-17
CCC(C)N(C(=O)COC(=O)CNC(=O)c1ccccc1F)C1CCS(=O)(=O)C1 (stereo not drawn)	8	8	-20	-7	4	-12	1	-8	2	-3	-2
COCCCNC(=O)CN1CCN(Cc2ccccc2Cl)C1=O	8	-10	11	-3	4	-15	0	5	-2	-1	-9
CN(CC(=O)Nc1ccccc1Br)C(=O)CN(C)C1CCCCC1	6	14	2	-1	-12	-1	-3	-13	5	-3	-12
Cc1nnc(SCc2cccc(CSc3nnc(C)s3)c2)s1	9	-6	-19	-11	-1	-48	-45	-79	-18	-68	-34
COC(=O)c1ccc(C(=O)OC)nc1	3	-3	10	8	3	-14	-21	1	2	5	6
CN1C(=O)C(CC(=O)Nc2ccc3c(c2)Cc2ccccc2-3)N(C)C1=O (stereo not drawn)	-14	3	-6	-12	-5	7	-42	11	9	-18	-7
COc1cc(-n2c(=O)c3ccccc3n(Cc3cccnc3)c2=O)cc(OC)c1OC	4	3	-7	2	0	-12	12	-22	-3	-8	-26
CCc1nc2ccc(C(=O)N(CC)CCN(C)C)cn2c1N(C)Cc1nccs1	-4	12	-7	.	-13	-6	-5	7	12	-1	-5
CCOCCCNC(=S)N1CCCN(c2nc3cc(C)c(C)cc3cc2C#N)CC1	-16	-4	11	19	-5	-3	9	8	6	-5	-28
COc1ccc(CCNC(=O)c2cc(=O)c3ccc(C)cc3o2)cc1OC	3	-2	19	7	-4	-8	-9	20	12	5	7
Cc1sc(N)nc1-c1ccc(Oc2ccccc2)cc1	-26	9	-16	-11	-18	-24	-37	-15	-11	-36	-25
O=C(O)C/C(=C\c1cc(Br)cs1)c1nc2ccccc2o1	-1	-1	-15	-11	0	-31	-1	9	20	-20	-38
Following part.
SMILES	CF NFkB block	KKLEB cytotox	COUP-TFII inh	EBV LMP1 NFkB	C8 TRAIL sens	SRC2 inh	SRC3 inh	NR5A2 inv ag	TWEAK Fn14 block	SRC1 inh	TROY signal inh
CCN1CCN(CCCNC(=O)CNC(=O)c2nn(-c3ccc(OC)cc3)c(=O)c3ccccc23)CC1	-9	1	1	2	13	15	10	2	5	0	7
CC1(C(=O)Nc2ccc3c(c2)OCCO3)CCC(=O)N1CC(F)(F)F (stereo not drawn)	-5	3	-4	.	-14	5	13	-5	-22	6	14
COc1cc(Br)ccc1NC(=O)c1ccccc1-c1ccccc1C(=O)O	-1	14	16	-5	-5	1	20	25	-39	-1	8
COc1ccc(CN(Cc2cc3cc(OC)c(OC)cc3[nH]c2=O)C(=O)NC2CCCCC2)cc1	-22	4	-15	1	-3	7	8	16	9	-6	25
CC(=O)N1CCN=C1SCc1ccccc1F	-17	-2	9	6	-11	-20	9	-4	0	-39	-5
CC(C)CCN1CCN(Cc2cccn2-c2nccs2)CC1CCO (stereo not drawn)	15	6	-1	-22	9	-1	3	3	-23	18	-34
O=C(NN=Cc1cc(Br)c(O)c(Br)c1)c1ccccc1NS(=O)(=O)c1cccs1	-5	-4	7	13	-3	-5	-5	8	29	-5	-16
CCc1ccc(Cc2cnc(NC(=O)C3=NCCN3)s2)cc1	-8	-6	12	-5	-9	-34	4	11	-23	-8	-48
Cc1[nH]nc2c1C(c1cn[nH]c1-c1ccc(F)cc1)C(C#N)=C(N)O2 (stereo not drawn)	26	-7	-13	3	-16	13	15	-7	10	3	1
CCc1ccc(/C=C2\SC(=S)N(CCCC(=O)Nc3ccccc3C(=O)O)C2=O)cc1	19	1	-6	-4	5	22	1	8	33	0	75*
CCNC(=S)N1CCN(CC(=O)Nc2ccc(Br)cc2)CC1	1	-11	-4	0	-2	-13	11	8	-7	10	5
CC(=O)c1c(C)[nH]c(C(=O)OCc2cccc(C)c2)c1C	-40	7	-5	0	12	-8	-8	-38	26	-21	-19
N#Cc1c(-c2ccc(Cl)cc2)ccn2nc(C3CCCCC3)nc12	3	-10	2	-35	11	-10	-2	-15	-43	-8	-47
CSc1cccc(NC(=O)CN(C)S(=O)(=O)c2ccc(C)cc2)c1	9	-2	18	4	4	3	10	13	-2	7	20
CC(=O)c1ccc(OC2(C)CCN(Cc3ccc(C)cc3)C2)cc1 (stereo not drawn)	16	-28	0	.	-10	-8	9	8	-4	-5	-7
COC(=O)c1ccc(C)c(NC(=O)C2CC(=O)N(C3CCCC(C)C3C)C2)c1 (stereo not drawn)	17	2	26	-7	11	8	-2	12	-4	1	-1
O=C(COC(=O)C1CCCC1)Nc1ncc(Cl)cc1Cl	2	6	0	-4	-1	-44	-17	-1	-10	-27	-13
O=C(N/N=C/C=C\c1ccccc1[N+](=O)[O-])c1cc(-c2ccccc2)nc2ccccc12	-13	-2	-15	6	30	-18	10	9	-4	0	-12
CC1(C(=O)Nc2cnc3ccccc3c2)CCN1Cc1ccc(-c2ccccc2)o1 (stereo not drawn)	-1	14	-19	.	-2	-28	1	-32	12	0	-40
Cc1nc2ccccc2n1CC(=O)c1ccccc1	-10	7	-6	0	-11	25	-4	4	13	3	20
Cc1occc1C(=O)Nc1ccccc1NC(=O)c1ccoc1C	1	0	-3	3	-5	-6	-9	5	1	-6	-16
Cc1ccc(C(=O)NC2CCN(CC(=O)Nc3cccc([N+](=O)[O-])c3)CC2)cc1	3	0	-17	1	6	-1	-5	-5	-13	-18	19
CC(=O)Nc1ccc(S(=O)(=O)Nc2nc3ccccc3s2)cc1	-12	10	3	-1	-15	-26	-1	13	6	0	-14
NCCCn1c(C(=O)c2cc(Cl)c(N)c(Cl)c2)c2ccccc2[n+]1[O-]	-11	18	20	0	-1	-34	-6	19	-2	-7	-4
O=C(OCc1nnc(-c2ccccc2)o1)c1cn(-c2ccccc2)nc1-c1ccccc1	0	3	-5	-6	-13	-27	-12	19	-4	13	-25
CCc1cccc(CC)c1NC(=S)Nc1ccc2cn[nH]c2c1	27	-13	5	-5	-3	11	-1	4	3	-3	34
N#Cc1c(SCc2ccc(Cl)cc2)sc(C(=O)c2ccccc2)c1N	8	-4	-3	1	-1	-51	-9	8	89*	0	-1
O=[N+]([O-])c1ccccc1N/N=C/c1ccc2c(c1)OCO2	11	-6	-43	-46	-2	-11	-74	-59	25	-153	5
CNC(=O)c1sc(-c2cccnc2)nc1C	-2	10	-8	-7	7	3	7	1	0	-47	11
O=C(O)c1ccccc1-c1cc2ccccc2[nH]1	1	2	-7	5	17	-2	-3	28	10	-3	-6

11 structures from above, arranged by length of the SMILES, high to low.
SMILES	CF NFkB block	KKLEB cytotox	COUP-TFII inh	EBV LMP1 NFkB	C8 TRAIL sens	SRC2 inh	SRC3 inh	NR5A2 inv ag	TWEAK Fn14 block	SRC1 inh	TROY signal inh
O=C(NN=Cc1cc(Br)c(O)c(Br)c1)c1ccccc1NS(=O)(=O)c1cccs1	-5	-4	7	13	-3	-5	-5	8	29	-5	-16
COC(=O)c1ccc(C)c(NC(=O)C2CC(=O)N(C3CCCC(C)C3C)C2)c1 (stereo not drawn)	17	2	26	-7	11	8	-2	12	-4	1	-1
Cc1[nH]nc2c1C(c1cn[nH]c1-c1ccc(F)cc1)C(C#N)=C(N)O2 (stereo not drawn)	26	-7	-13	3	-16	13	15	-7	10	3	1
COc1cc(Br)ccc1NC(=O)c1ccccc1-c1ccccc1C(=O)O	-1	14	16	-5	-5	1	20	25	-39	-1	8
N#Cc1c(SCc2ccc(Cl)cc2)sc(C(=O)c2ccccc2)c1N	8	-4	-3	1	-1	-51	-9	8	89*	0	-1
CC(=O)c1ccc(OC2(C)CCN(Cc3ccc(C)cc3)C2)cc1 (stereo not drawn)	16	-28	0	.	-10	-8	9	8	-4	-5	-7
CCNC(=S)N1CCN(CC(=O)Nc2ccc(Br)cc2)CC1	1	-11	-4	0	-2	-13	11	8	-7	10	5
CCc1ccc(Cc2cnc(NC(=O)C3=NCCN3)s2)cc1	-8	-6	12	-5	-9	-34	4	11	-23	-8	-48
O=C(O)c1ccccc1-c1cc2ccccc2[nH]1	1	2	-7	5	17	-2	-3	28	10	-3	-6
CNC(=O)c1sc(-c2cccnc2)nc1C	-2	10	-8	-7	7	3	7	1	0	-47	11
CC(=O)N1CCN=C1SCc1ccccc1F	-17	-2	9	6	-11	-20	9	-4	0	-39	-5
